High-throughput results: PubChem, Broad Institute
SIRT5 block: sirtuin-5 (human) deacylase inhibition; Q9NXA8; Purified SirT5, succinyl-peptide AMC, trypsin-coupled fluorescence; inhibition, % at 15 µM; 1.1% of 330,000 active; in the data active = inhibition above about 15%; inconclusive = no clear call, values can overlap the other calls
Target sequence (Q9NXA8 whole entry, looked up): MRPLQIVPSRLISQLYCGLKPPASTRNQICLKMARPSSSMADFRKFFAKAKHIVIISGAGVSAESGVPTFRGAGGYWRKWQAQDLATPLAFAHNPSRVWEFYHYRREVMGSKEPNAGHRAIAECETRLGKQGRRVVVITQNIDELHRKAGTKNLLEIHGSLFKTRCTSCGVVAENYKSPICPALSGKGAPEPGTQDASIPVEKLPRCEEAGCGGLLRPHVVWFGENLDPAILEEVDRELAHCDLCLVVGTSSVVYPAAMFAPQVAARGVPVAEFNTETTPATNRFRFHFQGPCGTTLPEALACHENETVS
DENV2 CPE rescue: DENV2-induced cell death inhibition; DENV2-infected cells, cytopathic effect rescue, plate reader; CPE inhibition, % at 9.99 µM; 1.7% of 350,000 active; in the data active = CPE inhibition above about 20%, passing the limit was not always enough; inconclusive = no clear call, values can overlap the other calls; tested in BHK-21 cells;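 note: 0% = median of neutral control wells and 100% = median of positive control wells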
PAX8 inh HTS: PAX8 transcriptional activity inhibition. RMG-I TPO-luciferase reporter, SteadyGlo, 24 h. inhibition, % at 12.6 µM. 1.2% of 360,000 active;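 active = mean replicate inhibition at least 60% with every replicate also reaching 60%; inconclusive = only one of the two criteria is met; inactive = mean below 60% and not all replicates reaching 60%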;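 note: luciferase light reporting Pax8 driven TPO promoter activity; plate controls were median of neutral control wells for no effect and mitoxantrone controls for full effect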
Casp6 inh: blocks human caspase-6 cleavage activity; P55212; purified caspase-6, Z-VEID-R110 cleavage fluorescence; inhibition, % at 12.5 µM; 0.53% of 350,000 active; AID 686996;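 active = mean inhibition across replicates at least about 35%, with every replicate also reaching that limit, limit read from the data; inconclusive = only one of the two criteria met; inactive = neither criterion met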;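 note: 0% = median of neutral control wells and 100% = no fluorescence left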
Target sequence (P55212 24-179 limits assumed): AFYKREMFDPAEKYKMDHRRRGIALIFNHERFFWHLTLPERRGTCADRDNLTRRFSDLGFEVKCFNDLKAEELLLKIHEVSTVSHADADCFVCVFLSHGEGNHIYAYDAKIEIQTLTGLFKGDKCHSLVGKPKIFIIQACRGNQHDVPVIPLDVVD
Target sequence (P55212 194-293 limits assumed): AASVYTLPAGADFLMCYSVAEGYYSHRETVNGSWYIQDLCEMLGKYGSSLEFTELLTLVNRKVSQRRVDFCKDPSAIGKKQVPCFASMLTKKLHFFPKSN
LGR2 inh: inhibitors of bursicon-induced Drosophila LGR2 receptor cAMP signaling; HEK293 LGR2, CRE-luciferase, bursicon-stimulated, 4 h; inhibition, % at 9.99 µM; 0.35% of 380,000 active; AID 720647;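 active = drop in luminescence signal, shown as inhibition above about 50% in the replicate tests, limit read from the data, passing the limit was not always enough; inconclusive = probably only some replicates passing the limit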;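 note: agonist challenge used bursicon conditioned medium at about half maximal strength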
EWS-Fli inh: inhibitors of EWS/Fli oncoprotein transcriptional activity | inhibition, % at 12.6 µM | AID 651661 | A673 NR0B1-luciferase reporter, viability-normalised | 0.67% of 350,000 active;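 active = mean inhibition of at least 50% after viability correction, with every replicate also passing that limit; inconclusive = mean reaches 50% but only one of two replicates passes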;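 note: firefly luciferase signal divided by Alamar Blue viability fluorescence both relative to DMSO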
ARNT TACC3 PPI: ARNT/TACC3 interaction disruption; Q9Y6A5; AlphaScreen His-ARNT PAS-B/GST-TACC3 binding, luminescence; TACC3 fragment carries E629A point mutation; inhibition, % at 9.99 µM; 0.66% of 390,000 active;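 active = mean inhibition of replicates at least 50% and at least half of replicates each reaching 50%; inconclusive = half or more replicates reach 50% but mean below 50%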;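 note: 0% = complete ARNT plus TACC3 wells and 100% = ARNT alone without TACC3; many hits fall short of the cut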
Numbers without * were called inactive; ? = inconclusive; nt = no result given; & = joins results of further samples.

SMILES	SIRT5 block	DENV2 CPE rescue	PAX8 inh HTS	Casp6 inh	LGR2 inh	EWS-Fli inh	ARNT TACC3 PPI
COc1ccc(/C=C2\SC(N)=NC2=O)cc1Br	2	?	-26	2	-13	-16	2
COC(=O)C[C@H]1CC[C@H]2[C@H](COc3ccc(NC(=O)c4cccc(Cl)c4)cc3C(=O)N2C)O1	11	?	-6	1	-4	-5	-6
O=C(c1cc(C2CC2)nn1-c1ccccc1)N1CCN(c2ccccn2)CC1	-3	-1	nt	4	5	-1	4
CCCCCCCCCCOC(=O)C[N+](C)(C)C/C=C(/C)Cl	-1	3	23	-11	4	-1	-12
CCOC(=O)CC(NC(=O)CCS(=O)(=O)c1ccc2c(c1)n(C)c(=O)c(=O)n2C)c1ccc(C)cc1 (stereo not given)	6	-10	-13	1	-12	nt	-2
CC(C)CCNC(=O)C1(c2cccs2)CCOCC1	1	17	-2	-1	-1	-11	31
O=C(Nc1cccc(O)c1)c1ccc(S(=O)(=O)N2CCCCCC2)cc1	4	-3	-14	3	-10	nt	3
CCN(Cc1ccccc1)Cc1ccc(OCc2ccccc2)cc1	-11	3	-6	3	-12	-13	-31
O=C(NC1CCCCCC1)C1CCC(=O)N(Cc2ccccc2F)C1 (stereo not given)	-4	-13	-14	-2	-17	-16	-4
Cc1cccc(N2CCN(C(=O)c3ccc4c(c3)OCCO4)CC2C)c1 (stereo not given)	2	nt	6	0	-1	-15	-69
COC(=O)[C@H]1[C@H](CO)[C@H]2Cn3c(ccc(-c4ccccc4OC)c3=O)[C@H]2N1CC1CCCCC1	-5	-4	10	5	4	-1	nt
CCOc1ccc(N2C(=O)CC(Sc3nc(O)c(CC)c(=O)[nH]3)C2=O)cc1 (stereo not given)	-1	-2	13	0	-6	3	nt
COc1cccc(S(=O)(=O)NCc2ccc(C(=O)Nc3ccc(Cl)cc3)cc2)c1	-4	nt	7	-1	1	-24	-7
CC1(C)CC(=O)C2=C(C1)OC(N)=C(C#N)C2c1cn(-c2ccccc2)nc1-c1ccccc1 (stereo not given)	nt	nt	-47	nt	23	nt	3
COCC#Cc1cnc2c(c1)C(=O)N([C@H](C)CO)C[C@H](C)[C@@H](CN(C)C(=O)c1ccc3c(c1)OCO3)O2	-1	-5	nt	-2	-9	-11	4

5 compounds drawn at random from the list so far, as already listed:
SMILES	SIRT5 block	DENV2 CPE rescue	PAX8 inh HTS	Casp6 inh	LGR2 inh	EWS-Fli inh	ARNT TACC3 PPI
COc1cccc(S(=O)(=O)NCc2ccc(C(=O)Nc3ccc(Cl)cc3)cc2)c1	-4	nt	7	-1	1	-24	-7
CCOc1ccc(N2C(=O)CC(Sc3nc(O)c(CC)c(=O)[nH]3)C2=O)cc1 (stereo not given)	-1	-2	13	0	-6	3	nt
COC(=O)[C@H]1[C@H](CO)[C@H]2Cn3c(ccc(-c4ccccc4OC)c3=O)[C@H]2N1CC1CCCCC1	-5	-4	10	5	4	-1	nt
COc1ccc(/C=C2\SC(N)=NC2=O)cc1Br	2	?	-26	2	-13	-16	2
O=C(c1cc(C2CC2)nn1-c1ccccc1)N1CCN(c2ccccn2)CC1	-3	-1	nt	4	5	-1	4

(list continues)
SMILES	SIRT5 block	DENV2 CPE rescue	PAX8 inh HTS	Casp6 inh	LGR2 inh	EWS-Fli inh	ARNT TACC3 PPI
O=C(NC1CC1)C1CCN(c2ncnc3c2sc2cccc(F)c23)CC1	1	3	2	0	-12	5	1
CCOC(=O)N1CCN(Cc2nc3ccc([N+](=O)[O-])cc3c(=O)n2-c2ccccc2F)CC1	-31	18	28	-1	6	24	9
O=C(C[C@@H]1CC[C@@H]2[C@H](COC[C@@H](O)CN2C(=O)Nc2ccc(Cl)c(Cl)c2)O1)NCc1ccc(Cl)c(Cl)c1	4	-20	74*	0	29	8	11
O=S1(=O)CC(N2CCCCC2)CN1Cc1cn(Cc2cccc(Cl)c2)nn1 (stereo not given)	-2	?	-7	-1	11	-11	nt
COC(=O)[C@@]12C[C@@H](CC(=O)NCCCN3CCCC3=O)C(=O)N(Cc3ccccc3)C1=CCC(C)(C)C2	-1	8	-34	2	5	-13	nt
CCC(=O)c1ccc(OCC(=O)OCC(=O)Nc2ccc(C)c(S(=O)(=O)N3CCCCC3)c2)cc1	0	4	4	0	-8	-5	6
C[C@H](CO)N1C[C@H](C)[C@@H](CN(C)S(=O)(=O)c2ccc(Cl)cc2)OCCCC[C@H](C)Oc2ccc(NS(=O)(=O)c3cccs3)cc2C1=O	12	0	80*	0	5	18	-9
O=C1CCCc2cc3c(cc21)CC1(C3)Cc2cc3c(cc2C1)C(=O)CCC3	-1	-8	25	-5	34	?	nt
COc1cc(OC)cc(C(=O)N2CCCc3ccccc32)c1	-1	-4	nt	-9	-5	-14	2
Cc1ccc(S(=O)(=O)Nc2ccc3c(c2)C(=O)N([C@@H](C)CO)C[C@@H](C)[C@H](CN(C)C(=O)c2ccccc2)OCCCC[C@H](C)O3)cc1	-5	-13	-17	2	10	-13	0
N#CC(=C(O)COC(=O)CCC1CCCCC1)c1nc2ccccc2[nH]1	nt	6	7	5	11	4	-5
Cc1ccc2c(c1)C(=O)C(=O)N2CCOc1ccccc1	-5	-2	-28	nt	-2	17	8
CC(=O)c1cccc(NC(=O)C(C)OC(=O)c2cccc(-n3cnnn3)c2)c1 (stereo not given)	-5	8	-1	-1	4	-1	nt
Cc1ccc(NC(=O)Nc2ccon2)cc1Cl	3	-2	-69	1	0	-50	-12
C[C@H](CO)N1C[C@H](C)[C@@H](CN(C)Cc2ccccc2)Oc2ccc(NS(=O)(=O)c3ccc(F)cc3)cc2CC1=O	9	-1	6	-1	30	3	nt
CCCn1c(SCC(=O)N2CCCC(C)C2)nnc1-c1cccnc1 (stereo not given)	0	9	-23	-2	19	-9	0
O=C(NCCc1ccccc1)C(c1ccccc1)N(C(=O)c1csnn1)C1CC1 (stereo not given)	0	-1	9	5	-17	4	2
O=C(O)C[C@H]1C[C@H]2c3cc(NC(=O)Nc4ccccc4)ccc3O[C@H]2[C@@H](CO)O1	-1	?	-9	-1	7	-7	0
C[C@H](CO)N1C[C@H](C)[C@H](CN(C)C(=O)Nc2ccc(F)cc2)Oc2ccc(NS(C)(=O)=O)cc2CC1=O	0	-3	-4	-2	15	-7	-2
Cn1cc(Br)c(C(=O)N2CCCCCC2)n1	-5	5	-6	-2	-11	nt	-8
CCCCCNC(=O)c1cccnc1SCC(=O)Nc1ccccc1OC	nt	nt	-3	nt	-1	nt	1
O=c1cc(CN2CCN(Cc3ccccc3)CC2)c2cc(O)ccc2o1	-6	16	-25	0	1	15	0
COc1cc(C)c2c(c1OC)C(=O)CC2	4	-4	-7	1	19	1	2
CCC1NC(=O)c2cc3ccccc3cc2-n2c1nc1ccc(OC)cc1c2=O (stereo not given)	3	6	7	-1	-7	-6	nt
CCOc1ccc(CNc2ncc(-c3ccccc3)n2C)cc1	-1	?	-42	-4	-11	-3	32
C[C@@H]1CN([C@H](C)CO)C(=O)Cc2cc(NC(=O)NC3CCCCC3)ccc2O[C@H]1CN(C)Cc1ccccc1	4	-13	11	3	4	-9	-16
COc1ccc(CNC(=S)N/N=C/c2ccncc2)cc1	1	-10	6	0	5	-13	1
CN(C)CC(O)c1ccc(C=Cc2ccc(Cl)cc2)cc1 (stereo not given)	-2	-3	-117	-2	?	3	0
O=c1c(Cl)c(Cl)cnn1Cc1ccccc1Cl	nt	nt	?	nt	-2	38	nt
CCOc1ccc2[nH]c3c(N4CCN(C(=O)c5ccco5)CC4)ncnc3c2c1	-4	15	18	4	-3	7	nt
Cc1ccc(Cl)cc1N1CCN(C(=O)c2cc3c(=O)[nH]c4ccccc4c3n2C)CC1	nt	nt	52	nt	64*	nt	1
Cc1ccc(S(=O)(=O)c2nnn3c2nc(NCCCN2CCCC2=O)c2ccccc23)cc1C	-12	-4	-9	-1	4	-10	-1
CC(=O)Nc1cc(Br)ccc1O	4	-4	-1	-4	30	0	1
CCOC(=O)c1ccc(NC(=O)Nc2nncs2)cc1	nt	-2	28	2	-81	-2	nt
C(=C\c1ccc(C2[C@@H]3CN(Cc4cccnc4)C[C@H]2N3)cc1)/c1ccccc1 (stereo not given in full)	-3&-3	-2&2	-34&8	3&1	-19&-6	5&9	nt
C/C(=N\NC(N)=O)c1c(F)cccc1F	-1	-6	-7	1	nt	-1	-10
Cc1nn(C)c(Cl)c1CN1CCCC(C(=O)Nc2cccc(-n3cccn3)c2)C1 (stereo not given)	1	-3	35	-3	-1	nt	2
COc1cccc(CNC(=O)C[C@@H]2C=C[C@@H](NC(=O)C3CCOCC3)[C@@H](CO)O2)c1	10	-1	-12	-1	-15	-3	-7
COc1ccc(S(=O)(=O)N[C@@H]2CC[C@H](CCNC(=O)Cc3ccccn3)O[C@@H]2CO)cc1	-3	10	3	2	5	-3	0
COc1ccc2c3c([nH]c2c1)[C@@H](CO)N(Cc1nccs1)CC31CCN(Cc2nccs2)CC1	nt	-6	nt	nt	-15	0	nt
CC(=O)c1cccc(OCc2cc(C(=O)N(C)CCc3ccccn3)no2)c1	2	-1	nt	-3	5	-10	17
COc1ccc(NC(=O)Nc2cccc3c2O[C@H](CN(C)S(=O)(=O)c2ccc(OC)cc2)[C@H](C)CN([C@@H](C)CO)C3=O)cc1	-2	13	-15	-3	-20	2	-3
CCCN(CCC)Cc1c(C(=O)N/N=C/c2ccsc2)nnn1-c1nonc1N	-1	-1	7	-4	-7	7	0
COc1ccccc1C(=O)Nc1ccc(OC(C)C(=O)N2CCOCC2)cc1 (stereo not given)	-1	?	-12	5	-4	-9	2
Cc1ccc([N+](=O)[O-])cc1S(=O)(=O)Nc1cccc(S(=O)(=O)NC2=NCCC2)c1	nt	13	1	2	0	4	2
O=C(Cn1cnc2c(cnn2-c2ccccc2)c1=O)N1CCOCC1	2	-1	8	-1	2	-8	4
CCOC(=O)N1CCN(C(=O)c2c(-c3ccccc3)noc2C)CC1	nt	8	2	4	-3	-7	-3
CN(CCc1ccccc1)C(=O)c1ccc(NC(=O)Cc2ccc(NC(=O)C3CCN(C(=O)c4ccccc4)CC3)cc2)cc1	-1	-11	1	-4	9	18	1
COc1ccccc1N(C)S(=O)(=O)c1ccc(C(=O)OCC(=O)N(C)c2ccccc2)cc1	-5	13	2	3	-10	1	3
C[C@H](CO)N1C[C@H](C)[C@H](CN(C)C(=O)C2CCCCC2)OCCCC[C@H](C)Oc2ccc(NS(C)(=O)=O)cc2C1=O	-2	9	-13	-3	-7	-9	3
COc1ccc(CNC2C[C@H]3CCCC(=O)N4CC[C@@H](C2)[C@@H]34)cc1 (stereo not given in full)	-4	1	-11	-3	6	-10	9
O=C(COC(=O)/C=C/c1ccccc1)NC1CCS(=O)(=O)C1 (stereo not given)	-2	-2	7	-3	3	3	17
CO[C@H](CN(C)C(=O)c1ccccc1F)[C@@H](C)CN([C@H](C)CO)S(=O)(=O)c1ccc(C)cc1	3	0	nt	0	-1	-8	-10
O=[N+]([O-])c1ccc(-c2nc(Nc3ccc(O)cc3)c3ccccc3n2)cc1	-5	1	40	0	2	18	-5
CCS(=O)(=O)Nc1ccc2c(c1)C(=O)N(C)C[C@@H](OC)[C@@H](C)CN(C(=O)COC)[C@H](C)CO2	0	-5	-20	1	4	3	-3
CCCC(=O)NC1CCc2cc(OC)c(OC)c(OC)c2-c2ccc(OC)c(=O)cc21 (stereo not given)	nt	-2	78*	0	-15	24	-3
COc1ccc(CN2CCC2(C)C(=O)NCCNC(C)=O)c2ccccc12 (stereo not given)	nt	?	-21	-10	2	1	nt
CO[C@H](CN(C)Cc1cc(F)ccc1F)[C@H](C)CN([C@@H](C)CO)S(=O)(=O)c1ccc(Cl)cc1	-2	0	nt	-1	-12	6	0
Cc1ccc(C(=O)NN(CCC#N)C2=NS(=O)(=O)c3ccccc32)cc1	4	-1	-5	2	nt	6	2
Cc1ccc(S(=O)(=O)Nc2cc(-c3ccccc3)nn2C)cc1	2	-1	31	6	-5	10	nt
COc1cccc(-c2ccc3ncnc(NCc4cccnc4)c3c2)c1	nt	nt	-17	6	12	11	-6
